From PubChem BioAssay
FBW7 activator = FBW7 E3 ligase activators, primary screen, biochemical, AlphaScreen, human. AlphaScreen FBW7–phospho-cyclin E peptide binding, activator screen. normalized activity (activation), % at 26.1 µM. 650,000 compounds, 0.13% hits; in the data active means normalized activity above about 1.9%;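 further: purified mutant Fbw7 with reduced substrate affinity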
MITF primary = MITF inhibitors, primary screen, biochemical, AlphaScreen, human; Microphthalmia-associated transcription factor (Homo sapiens), O75030; AlphaScreen MITF homodimerization, bead proximity signal; inhibition, % at 2.6 µM; 650,000 compounds, 0.91% hits; AID 1259374, 2018; in the data active means inhibition above about 50%;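 further: 0% = vehicle wells with protein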
Target sequence (O75030 whole entry, looked up): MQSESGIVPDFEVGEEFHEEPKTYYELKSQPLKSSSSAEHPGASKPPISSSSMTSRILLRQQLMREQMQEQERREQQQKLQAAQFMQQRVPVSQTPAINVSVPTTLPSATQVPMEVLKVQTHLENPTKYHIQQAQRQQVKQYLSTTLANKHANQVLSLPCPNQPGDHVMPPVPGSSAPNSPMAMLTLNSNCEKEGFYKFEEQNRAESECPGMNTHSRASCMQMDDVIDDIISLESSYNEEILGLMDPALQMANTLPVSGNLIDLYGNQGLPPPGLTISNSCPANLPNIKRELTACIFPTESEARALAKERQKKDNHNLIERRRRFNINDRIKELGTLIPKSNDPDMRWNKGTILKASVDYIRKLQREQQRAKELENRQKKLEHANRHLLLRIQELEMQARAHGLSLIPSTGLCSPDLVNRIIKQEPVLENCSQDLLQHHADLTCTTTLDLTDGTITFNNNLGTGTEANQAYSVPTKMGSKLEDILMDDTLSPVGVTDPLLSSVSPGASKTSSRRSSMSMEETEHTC
GPR151 activ = activators of human GPR151, primary screen, cell-based, PathHunter beta-arrestin, luminescence. G-protein coupled receptor 151 (Homo sapiens), Q8TDV0. PathHunter beta-arrestin GPR151 cells. activation, % at 11.2 µM. 650,000 compounds, 1% hits; in the data active means activation above about 4.9%;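 further: 0% = median of compound wells and 100% = cells with positive control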
Target sequence (Q8TDV0 whole entry, looked up): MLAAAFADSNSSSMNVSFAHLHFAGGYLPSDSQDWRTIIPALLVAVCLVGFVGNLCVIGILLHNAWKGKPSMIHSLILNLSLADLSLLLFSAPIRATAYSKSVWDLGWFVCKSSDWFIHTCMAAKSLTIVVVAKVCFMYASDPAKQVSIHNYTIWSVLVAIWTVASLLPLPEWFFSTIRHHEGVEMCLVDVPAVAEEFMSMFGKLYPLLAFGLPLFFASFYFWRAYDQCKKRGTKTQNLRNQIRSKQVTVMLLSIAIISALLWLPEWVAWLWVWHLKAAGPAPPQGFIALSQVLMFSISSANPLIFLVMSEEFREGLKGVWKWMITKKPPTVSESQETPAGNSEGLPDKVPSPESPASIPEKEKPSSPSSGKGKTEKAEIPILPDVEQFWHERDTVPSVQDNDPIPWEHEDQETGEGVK
TEAD-YAP block = TEAD-YAP interaction inhibition, primary screen, TEAD-YAP interaction inhibitor project, luminescence, HEK-TIYL cells; TEAD-Gal4/YAP UAS-luciferase luminescence; inhibition, % at 9.12 µM; 640,000 compounds, 1.4% hits; AID 1259422, 2018; in the data active means inhibition above about 32%;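 further: 0% = median of test compound wells and 100% = reference inhibitor wells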
The depositor's hits bear a star.

SMILES	FBW7 activator	MITF primary	GPR151 activ	TEAD-YAP block
O=C(CSc1nc2ccccc2c(=O)n1Cc1ccc2c(c1)OCO2)NCc1ccco1	0.3	14	-1.2	6
COc1ccc(C2SCCN2C(=O)c2cc3cc(Br)ccc3oc2=O)cc1 (stereo not given)	0.1	13	0.4	-13
CCOC(=O)Cc1csc(SCC(=O)c2[nH]c(C)c(C(=O)OC)c2C)n1	0.2	-4	0.3	2
O=C(NC(=S)Nc1ccc(Cl)cc1)c1sc2ccccc2c1Cl	-0.2	3	-0.9	-10
Cc1ccc(C(=O)O)c(C(=O)Nc2cccnc2)c1	0.0	13	1.8	0
Cc1cc(C)n2nc(SC(C)C(=O)O)nc2n1 (stereo not given)	-0.2	4	1.8	-1
N#Cc1c(-c2ccccc2)cc(-c2ccc(Br)cc2)nc1SCCS(=O)(=O)Cc1ccccc1	0.0	8	1.5	0
Cc1ccc(C(C)NC(=O)c2cnccn2)cc1C (stereo not given)	-0.2	10	-1.7	9
Nc1ccc(C(=O)NNC2=NCCC2)cc1	0.0	-13	1.0	-12
COCc1ccc(CN2CC[C@H]3[C@H](CCC(=O)N3CCCn3ccnc3)C2)o1	0.1	-11	-1.2	8
CCN(CC)Cc1c(O)ccc2c1O/C(=C\c1ccc(F)cc1)C2=O	0.2	-3	0.5	4
Cc1cc(Nc2ccc(N3CCOCC3)cc2)nc(-c2csc3ccccc23)n1	0.6	27	-1.7	-12
COc1ccc(-c2cccc3ccc(N4CCN(S(C)(=O)=O)CC4)nc23)c(OC)c1	-0.1	13	-1.4	1
CCOc1ccccc1OCCOc1cccc2cccnc12	0.3	4	-0.6	4
Brc1ccc(NCc2nnc3n2CCCCC3)cc1	0.1	0	-1.1	-3
Cn1c(=O)[nH]c(=O)c2c1nc(SCC(=O)c1ccc(Cl)cc1)n2CC(O)COc1ccc(Cl)cc1 (stereo not given)	0.1	4	1.3	-1
COc1ccc(C2=NNC(c3ccccc3)C2)c(O)c1 (stereo not given)	0.0	10	-1.1	-43
O=C(Cc1ccccc1)N/N=C/c1c[nH]c2ccc(Br)cc12	0.4	9	-1.7	3
O=C(NCC1CCC2(CCN(C(=O)c3cccc(Cl)c3)CC2)O1)c1ccccn1 (stereo not given)	0.0	-13	-1.1	2
Cc1cc2nn(-c3ccccc3)nc2cc1NC(=O)c1cc([N+](=O)[O-])ccc1Cl	1.0	21	3.0	4
Clc1ccc(C2=CC(c3cccs3)n3nnnc3N2)cc1 (stereo not given)	0.1	-10	1.0	-7
O=C1NN(c2ccccc2)C(=O)/C1=C\c1ccccc1	-0.1	-6	0.3	-10
Cc1cc(=O)n2[nH]c(NCc3ccccc3)nc2n1	-0.1	9	3.0	5
COc1ccc([C@@H]2C(C#N)=C(N)S[C@H]2C(=O)c2ccccc2)cc1	0.0	14	-0.9	14
CCNC(=O)CC[C@H](N)C(=O)O	0.2	-2	1.7	0
SMILES	FBW7 activator	MITF primary	GPR151 activ	TEAD-YAP block
CN(C)C(=O)c1cc(-c2cn[nH]n2)ccc1NC(=O)C1COc2ccccc2O1 (stereo not given)	-0.8	13	1.1	-8
Cn1nccc1C(=O)NCC1CCC2(CCN(Cc3ccccc3-c3ccco3)CC2)O1 (stereo not given)	-0.1	2	0.2	-4
Cc1ccc(C(=O)CC2(O)C(=O)Nc3ccccc32)cc1 (stereo not given)	0.0	-1	-1.6	-4
O=C(CC1=CCCCC1)N1CCC(c2ccnc(-c3ccccc3)n2)CC1	0.0	-2	0.2	-5
CCCc1cc(=O)[nH]c(SCC(=O)c2ccccc2)n1	0.1	3	0.2	-2
COc1ccc(-c2ccc(NCCc3ccncc3)nc2)cc1	-0.2	13	0.8	-3
COc1ccc(/C=C2/C(=N)N3C(=NC2=O)SN=C3S(=O)(=O)C(C)C)cc1OC	0.1	16	-2.0	-1
Cc1cccc(Cl)c1OCCOCCN1CCCCC1	0.1	8	0.4	-5
Cc1ccc(Cn2c(SCC(=O)NCc3ccccc3)nc3ccsc3c2=O)cc1	0.1	5	-0.3	0
CSc1nsc(SCC(=O)Nc2ccc(OC(C)=O)cc2)n1	-0.1	-6	4.4	-81
O=S(=O)(NCc1ccccc1)c1ccc2c(c1)Cc1cc(S(=O)(=O)NCc3ccccc3)ccc1-2	-0.1	3	0.4	3
Cc1cc(N2CCN(c3ccccc3)CC2)nc(-c2ccccc2)n1	0.0	6	1.3	-6
CCSc1nnc(NC(=O)CSc2nc3c(cc2C#N)CCCC3)s1	-0.1	1	-0.1	-33
Cc1cnc(C(=O)NCc2nc(-c3cccnc3)n[nH]2)cn1	-0.3	-2	-1.1	-8
CCOc1cc(OCC)cc(C(=O)Nc2cc3nn(-c4ccc(OC)cc4)nc3cc2C)c1	-0.1	2	-0.1	-2
CCCN(C(=O)c1cn(CC)c(=O)c2cc(OC)c(OC)cc12)c1cccc(C)c1	0.0	11	0.9	-5
COc1cc(/C=C2\C(=O)NN(c3ccccc3)C2=O)ccc1Oc1nc(Cl)ncc1F	-0.2	3	-0.5	-1
COCc1cc(C)nc2sc3c(c12)NC(c1ccco1)N(Cc1ccccc1)C3=O (stereo not given)	0.1	8	-0.4	-12
COc1ccc(S(=O)(=O)Nc2ccc(S(=O)(=O)N3CCCCCC3)cc2)cc1C	0.5	9	0.7	5
COc1ccc(S(=O)(=O)Nc2c(C)cc(O)cc2C)cc1	-0.1	-11	-0.5	-6
O=C(/C=C/c1ccccc1Cl)Nn1c(-c2ccc(F)cc2)nc2ccccc2c1=O	0.1	-14	1.3	14
Fc1ccc(CN2CCN(Cc3cccc(Oc4ccccc4)c3)CC2)cc1	-0.2	68*	0.5	6
COc1ccc(-n2c(SCc3cc(=O)n4cc(Br)ccc4n3)nc3[nH]ncc3c2=O)cc1	0.0	1	-1.1	8
CCCc1cc(C(=O)Nc2cc(Cl)ccc2O)no1	0.0	-8	0.0	-57
NC(=O)c1ccc(-c2ccc3c(-c4ccc(N5CCNCC5)cc4)[nH]nc3n2)cc1	0.8	0	5.9*	-39

Reprinted from the part before: six compounds, followed by the next part.
SMILES	FBW7 activator	MITF primary	GPR151 activ	TEAD-YAP block
COc1ccc(S(=O)(=O)Nc2c(C)cc(O)cc2C)cc1	-0.1	-11	-0.5	-6
O=C(/C=C/c1ccccc1Cl)Nn1c(-c2ccc(F)cc2)nc2ccccc2c1=O	0.1	-14	1.3	14
Fc1ccc(CN2CCN(Cc3cccc(Oc4ccccc4)c3)CC2)cc1	-0.2	68*	0.5	6
COc1ccc(-n2c(SCc3cc(=O)n4cc(Br)ccc4n3)nc3[nH]ncc3c2=O)cc1	0.0	1	-1.1	8
CCCc1cc(C(=O)Nc2cc(Cl)ccc2O)no1	0.0	-8	0.0	-57
NC(=O)c1ccc(-c2ccc3c(-c4ccc(N5CCNCC5)cc4)[nH]nc3n2)cc1	0.8	0	5.9*	-39
COc1ccc(NC(=O)COc2ccc(/C=C/C3=CCN(C)CC3)cc2OC)cc1	0.1	13	-0.7	1
O=S(=O)(NCCCCN1CCOC(c2ccccc2)C1)c1cc(Cl)ccc1Cl (stereo not given)	0.2	3	-0.5	-8
O=C(NCc1ccc(F)cc1)C1C2C=CC3(CN(Cc4cccs4)C(=O)C13)O2 (stereo not given)	-0.1	12	1.2	3
CCOc1ccc(C(=O)Nc2ccc(N3CCCS3(=O)=O)cc2)cc1OCC	0.2	5	1.5	14
Cn1c(=O)c2c(nc(CN3CCC(C(N)=O)CC3)n2CCCc2ccccc2)n(C)c1=O	1.6	17	0.2	3
CC(=O)Nc1ccc(NC(=O)CSc2nc3nc[nH]c3c(=O)[nH]2)cc1	0.2	4	0.3	18
O=C1CC2(CCN(C(=O)c3ccc(Cl)cc3Cl)CC2)Oc2ccccc21	0.7	17	0.0	7
COc1ccc(CNS(=O)(=O)c2ccc(Br)cc2)cc1OC	0.3	-1	0.5	3
Cc1ccc(NC(=O)CN2CCC(C(=O)N3CCN(Cc4ccccc4)CC3)CC2)cc1	0.2	27	-0.7	11
O=C1N(C2Cc3ccccc3C2)C[C@@H]2C[C@@H](c3ccc4nsnc4c3)N3CCC[C@@]123	0.6	-5	9.4*	-27
COc1cccc2cc(-c3csc(NCc4ccc(F)cc4)n3)c(=O)oc12	0.3	12	-0.4	-12
N#CC1=C(N)N(c2ccccc2[N+](=O)[O-])C2=C(C(=O)CCC2)C1c1ccc2c(c1)OCO2 (stereo not given)	0.0	8	1.5	3
O=C(Cn1cnc2sc3c(c2c1=O)CCCC3)NCCCC(=O)Nc1ccc(Oc2ccccc2)cc1	0.4	14	-1.0	11
Cc1ccc(Cn2nnc(C(=O)NCc3ccc(Cl)cc3)c2N)cc1	0.0	-14	-0.9	7
O=C(N/C(=C/c1cccc(Oc2ccccc2)c1)C(=O)N1CCOCC1)c1ccccc1	0.1	14	-1.1	11
COC(=O)c1ccc(COC(=O)c2cc(I)ccc2O)cc1	0.7	17	-0.9	9
O=C(O)CN1C(=O)c2ccc(Oc3cccc([N+](=O)[O-])c3)cc2C1=O	0.2	-3	0.3	-2
O=C(CCS(=O)(=O)c1ccc2c(c1)OCC(=O)N2)Nc1ccc(F)cc1	0.2	10	0.7	3
Nc1ccc(Nc2ccccc2)cc1	-0.3	32	-1.4	-10
CC(=O)N(C1=C(Cl)C(=O)c2ccccc2C1=O)C1CCCCC1	-0.2	6	-0.7	5
O=C(Nc1cccc2c1C(=O)NC2=O)C1=COCCO1	-0.1	7	1.6	-4
Fc1ccc(-c2cc(-c3nc(-c4ccccc4Cl)no3)c3ccccc3n2)cc1	0.1	1	1.4	-7
c1ccc2c(c1)NCC(c1nc3ccc(-c4ccncc4)cc3[nH]1)O2 (stereo not given)	-0.2	9	0.7	-15
O=C(CN1CCC(O)(c2cccnc2)CC1)N1CCc2ccccc21	-0.2	-5	4.0	0
O=C(c1ccco1)N1CCN(C2CC(=O)N(c3ccc(F)cc3)C2=O)CC1 (stereo not given)	0.0	11	-0.5	4
SMILES	FBW7 activator	MITF primary	GPR151 activ	TEAD-YAP block
Cc1ccc(CN2CCN(C(=O)c3c(F)cccc3F)CC2)cc1	0.2	-6	0.9	5
Cc1nn(-c2ccccc2)c2c1C(c1ccc(C(C)C)cc1)C(C#N)=C(N)O2 (stereo not given)	-0.7	10	-1.3	6
Cc1ccc(C)c(-n2nnnc2SC2CCCC2=O)c1 (stereo not given)	0.0	16	-0.9	3
CCN1C(=O)/C(=C2/C=Cc3ccccc3N2CC)SC1=Nc1ccc(OC)cc1	-0.1	4	-0.4	6
COc1ccc(S(=O)(=O)N(C)CC(=O)NCc2ccc(C)cc2)cc1Cl	0.0	-2	0.3	5
O=C(O)c1c(CNC2CCCC2)c2ccccc2n1Cc1ccc(F)cc1	0.8	9	0.1	9
CN(C)/C=N/c1nc(-c2ccc(C(C)(C)C)cc2)cs1	-0.1	-3	0.1	-70
COc1ccccc1CC(=O)Nc1cccc(C)c1C	-0.1	2	-0.4	-5
COc1ccc2oc(=O)c(-c3nc(-c4ccc(Cl)cc4)cs3)cc2c1	0.1	1	-0.2	10
O=C1Nc2ccc([N+](=O)[O-])cc2/C1=N\N=C1c2ccccc2-c2ccccc21	0.2	4	0.3	-10
CCOc1ccc(/C=C/C(=O)c2c(O)c3ccccc3oc2=O)cc1	-0.1	11	-1.2	2
O=C(Nc1cc(Cl)ccc1C(=O)O)c1ccc2c(c1)C(=O)N(Cc1cccnc1)C2=O	0.3	4	3.0	5
O=C1C2C3c4ccccc4C([N+](=O)[O-])(c4ccccc43)C2C(=O)N1c1ccccc1F (stereo not given)	-0.2	8	1.0	14
CC(NC(=O)c1ccc([N+](=O)[O-])s1)c1ccc(S(N)(=O)=O)cc1 (stereo not given)	0.0	-4	-1.8	5
CCOc1ccc2nc(NCCNC(=O)c3cccc(F)c3)c(C#N)cc2c1	0.2	3	0.9	-8
CCC(c1nnnn1Cc1ccccc1)N1CCN(c2ccccc2)CC1 (stereo not given)	-0.1	-5	-0.9	-8

Seven structures out of the list, sorted by molecular weight, ascending.
SMILES	FBW7 activator	MITF primary	GPR151 activ	TEAD-YAP block
COc1ccccc1CC(=O)Nc1cccc(C)c1C	-0.1	2	-0.4	-5
Cc1ccc(C)c(-n2nnnc2SC2CCCC2=O)c1 (stereo not given)	0.0	16	-0.9	3
Cc1ccc(CN2CCN(C(=O)c3c(F)cccc3F)CC2)cc1	0.2	-6	0.9	5
CCOc1ccc(/C=C/C(=O)c2c(O)c3ccccc3oc2=O)cc1	-0.1	11	-1.2	2
O=C(O)c1c(CNC2CCCC2)c2ccccc2n1Cc1ccc(F)cc1	0.8	9	0.1	9
O=C1Nc2ccc([N+](=O)[O-])cc2/C1=N\N=C1c2ccccc2-c2ccccc21	0.2	4	0.3	-10
Cc1nn(-c2ccccc2)c2c1C(c1ccc(C(C)C)cc1)C(C#N)=C(N)O2 (stereo not given)	-0.7	10	-1.3	6

Looked up one by one from above (two):
SMILES	FBW7 activator	MITF primary	GPR151 activ	TEAD-YAP block
O=C1Nc2ccc([N+](=O)[O-])cc2/C1=N\N=C1c2ccccc2-c2ccccc21	0.2	4	0.3	-10
O=C(Nc1cc(Cl)ccc1C(=O)O)c1ccc2c(c1)C(=O)N(Cc1cccnc1)C2=O	0.3	4	3.0	5
